Assay outcomes from PubChem BioAssay.
KCNK3 inh: human KCNK3 channel inhibition, primary screen | O14649 | CHO-KCNK3 thallium flux, FluxOR fluorescence; stronger effect = lower value | B-score at 10 µM | 340,000 compounds, 0.84% hits;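 active = B-score under library mean minus 4 SD, starting fluorescence ratio at most library mean plus 5 SD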;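 note: more negative B-score means stronger inhibition of thallium flux through KCNK3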
Target sequence (O14649 whole entry, looked up): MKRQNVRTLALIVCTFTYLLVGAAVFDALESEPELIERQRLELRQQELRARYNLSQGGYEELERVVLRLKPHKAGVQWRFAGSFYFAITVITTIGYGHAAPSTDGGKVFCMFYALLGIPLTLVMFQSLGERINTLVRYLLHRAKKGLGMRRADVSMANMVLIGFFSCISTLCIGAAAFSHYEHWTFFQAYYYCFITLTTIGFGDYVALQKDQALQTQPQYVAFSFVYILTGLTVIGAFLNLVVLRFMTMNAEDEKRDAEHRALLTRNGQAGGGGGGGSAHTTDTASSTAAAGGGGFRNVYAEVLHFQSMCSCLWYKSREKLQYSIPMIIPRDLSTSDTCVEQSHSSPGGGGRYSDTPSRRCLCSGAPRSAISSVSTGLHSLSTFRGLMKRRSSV
Dyrk1A ADPGlo: Dyrk1A (rat) kinase inhibition | ADP-Glo luminescence, NFATc1 peptide | inhibition, % at 12.5 µM | Q63470 | 310,000 compounds, 0.43% hits; in the data active = inhibition above about 50%;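 note: plate controls were vehicle with enzyme for no effect and no enzyme for full effect; many of its hits are not listed in these tables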
TMEM16A act: activators or potentiators of mouse TMEM16A chloride channel; HEK293 TMEM16A/YFP-H148Q/I152L, iodide quench fluorescence; stronger effect = lower value; B-score at 10 µM; 340,000 compounds, 0.3% hits; Q8BHY3;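 active = fluorescence-ratio B-score plate-corrected deviation score at least 3 library SD below zero, with starting fluorescence score within 5 deviations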;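 note: channel opened by trigger with iodide after compound preincubation; score built on the fluorescence ratio of max minus min over baseline; more negative score means more quench and so TMEM16A activation or potentiation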
hERG rescue: shields human hERG channel from block by proarrhythmic agents; Q12809; CHO-hERG, FluxOR thallium flux, dofetilide IC70 present; activation (rescue from dofetilide block), less the hit threshold, % at 10 µM; 310,000 compounds, 0.51% hits;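 active = activation above the mean of controls blocked by dofetilide plus 5 SD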;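 note: thallium influx through hERG after potassium depolarization seen as dye fluorescence rise; in these data hits start at about 4.7%; inactives centre near -7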
TRPC4 PAM: allosteric potentiators of mouse TRPC4 channel | Q9QUQ5 | HEK293 TRPC4beta/mu-opioid, DAMGO EC20, Fluo-4 Ca2+ flux; stronger effect = higher value | B-score at 10 µM | 310,000 compounds, 0.42% hits | AID 2227;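 active = B-score of calcium response area above 5 SD of library B-scores, with initial fluorescence ratio within 5 SD of library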;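 note: B-score of integrated fluorescence ratio over time as area under calcium response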
TRPC4 agonist: TRPC4 (mouse) channel activation. 310,000 compounds, 0.49% hits. B-score at 10 µM. AID 2237. HEK293 TRPC4beta/mu-opioid, Fluo4 calcium fluorescence; stronger effect = higher value;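 active = B-score above 5 SD of library B-scores, and initial fluorescence ratio not above library mean plus 5 SD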;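 note: positive B-score marks a calcium rise read as TRPC4 activation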
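Assay system – TRPC4beta and mu-opioid receptor HEK293 stable cells · Measured by – Fluo4 fluorescence, kinetic · Schedule – dye loading 45 min room temperature, 110 s kinetic read · Read-out – B-scored integrated calcium fluorescence ratio · Controls – buffer and maximal DAMGO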
TMEM16A inh: blocks the mouse calcium-activated chloride channel TMEM16A | Q8BHY3 | HEK293 TMEM16A/YFP iodide influx fluorescence, ionomycin | normalized B-score (activity score, 25-100; higher = stronger inhibition) at 10 µM | 310,000 compounds, 1.2% hits;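 active = ratio plate-corrected score three or more library SD toward inhibition, starting fluorescence score within five deviations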;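 note: score derived from kinetic fluorescence span divided by baseline fluorescence per well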
KCNQ1 pot: potentiators or activators of human KCNQ1 potassium channel; P51787; CHO-K1 KCNQ1, thallium flux FluxOR fluorescence; stronger effect = higher value; B-score at 10 µM; 310,000 compounds, 0.35% hits;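 active = fluorescence ratio B-score, a plate-corrected score, at least three library SD, with initial intensity B-score within 5 SD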
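Assay system: CHO-K1 cells stably expressing KCNQ1. Medium: assay buffer for compound exposure, DMSO matched across wells. Timing: 37 °C overnight plating, 90-min dark dye load, 20-min compound pretreatment. Signal: kinetic FluxOR fluorescence, 10 s baseline plus 110 s post-stimulus.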
KCNQ1 inh: blocks the human KCNQ1 potassium channel; P51787; CHO-K1 KCNQ1, FluxOR thallium flux fluorescence; stronger effect = higher value; 310,000 compounds, 1.3% hits; B-score at 10 µM;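 active = compounds whose thallium flux B-score, printed positive for inhibition, exceeds three library SD while starting fluorescence stays within three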;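 note: channel opened by potassium depolarization with thallium stimulus after 20 min compound exposure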
KCNK9 block: inhibitors of human KCNK9 two-pore domain potassium channel. Q9NPC2. HEK293 KCNK9, FluxOR thallium flux fluorescence; stronger effect = lower value. B-score at 10 µM. 310,000 compounds, 1.2% hits;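 active = ratio B-score over 3 SD below the library mean, with starting fluorescence within 5 SD of its mean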;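 note: negative B-score means less thallium flux so channel inhibition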
Target sequence (Q9NPC2 whole entry, looked up, the tested form may be a part): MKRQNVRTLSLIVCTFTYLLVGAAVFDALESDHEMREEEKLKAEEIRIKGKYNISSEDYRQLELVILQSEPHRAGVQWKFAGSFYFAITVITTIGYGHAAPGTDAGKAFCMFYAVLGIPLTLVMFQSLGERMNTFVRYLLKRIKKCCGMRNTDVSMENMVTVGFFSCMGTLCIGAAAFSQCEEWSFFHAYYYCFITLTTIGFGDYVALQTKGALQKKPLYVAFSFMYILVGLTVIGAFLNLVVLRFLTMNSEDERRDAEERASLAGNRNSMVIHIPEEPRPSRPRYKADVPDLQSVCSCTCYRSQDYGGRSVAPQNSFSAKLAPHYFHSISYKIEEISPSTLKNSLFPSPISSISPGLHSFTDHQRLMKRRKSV
HDAC3 inh: blocks human histone deacetylase 3; AID 2718; recombinant HDAC3, fluorogenic peptide/trypsin coupled, fluorescence; 320,000 compounds, 0.15% hits; inhibition, % at 8.3 µM; in the data active = inhibition above about 26%, passing the limit was not always enough; inconclusive = no clear call, values can overlap the other calls
* hit, by the source's call; i = inactive; ? = inconclusive; / = no result given; & = joins results of further samples.

Below each compound – KCNK3 inh	Dyrk1A ADPGlo	TMEM16A act	hERG rescue	TRPC4 PAM	TRPC4 agonist	TMEM16A inh	KCNQ1 pot	KCNQ1 inh	KCNK9 block	HDAC3 inh
CC1CCN(c2ccc(S(=O)(=O)N3CCC(C)CC3)cc2N)CC1
 : i	2	i	-11	i	i	25*	i	i	i	7
CC(=O)Nc1ccc(NC(=O)CSc2nnc(-c3ccco3)n2Cc2ccco2)cc1
 : i	3	i	-3	i	i	i	i	i	i	0
Nc1nonc1N1CCCCC1
 : i	-1	i	-12	i	i	i	i	i	i	-8
COc1ccc(N2CCN(C(=O)c3cc(=O)c4ccc(C)cc4o3)CC2)cc1
 : i	1	i	-2	i	i	i	i	i	i	-4
CCC1(C)Cc2ccccc2-c2nc(NCCCO)n(C)c(=O)c21 (configuration not stated)
 : i	9	i	-13	i	i	i	i	i	i	-67
Cc1ccc(C(=O)C[n+]2cc(-c3ccc(C)cc3)n3c2CCCCC3)cc1
 : i	0	i	-24	i	i	i	i	14*	i	3
Cc1nn(C)c(C(=O)N/N=C/c2ccc(Br)cc2)c1Cl
 : i	-5	i	-11	i	i	i	i	i	i	4
OCC1CCN(Cc2cn(Cc3ccccc3)nc2-c2cc3ccccc3o2)CC1
 : i	-3	i	-14	i	56*	i	i	i	i	-2
CCOC(=O)c1ccccc1NC(=O)CN1C(=O)CCS(=O)(=O)c2ccccc21
 : i	-4	i	-4	i	i	/	i	i	i	/
C/C(CCc1ccc2c(c1)OCO2)=N\N=C1\NC(=O)CC(C(=O)Nc2ccc(Cl)cc2)S1 (configuration not stated)
 : i	0	i	-14	i	i	i	i	i	i	5
COC(=O)[C@@H](NC(=O)N(C1CCCCC1)C1CCCCC1)C(C)C
 : i	-1	i	-15	i	i	i	i	i	i	2
CCOC(=O)c1nnn2c1nc(N1CCOCC1)c1ccccc12
 : i	/	i	-5	i	i	i	i	i	i	2
CC(=O)Nc1ccc(NC(=O)c2c([N+](=O)[O-])cnn2C)cc1
 : i	5	i	-8	i	i	i	i	i	i	1
O=C(O)CSc1ccccn1
 : i	1	i	-8	i	i	i	i	i	i	11
COc1ccc(CCN(C)C(=O)C2CCCN(Cc3ccc(OC)c(OC)c3)C2)cc1OC (configuration not stated)
 : i	11&2	i	-8&-4	i	i	i	i	i	i	2&7
O=C(Nc1cccc(C(=O)N2CCOCC2)c1)c1cncc(Br)c1
 : i	-10	i	-9	i	i	i	i	i	i	6
COC(=O)[C@]1(CC(C)C)N[C@H](c2ccc(-c3ccc(F)cc3)cc2)[C@@H]2C(=O)N(C)C(=O)[C@@H]21
 : i	-4	i	-12	i	i	i	i	i	i	?
Clc1ccc2nc(N3CCCCC3)[nH]c2c1
 : i	-2	i	-11	i	i	i	i	i	i	4
C[C@H](NC(=O)c1nc[nH]c1C(=O)N1CCN(C(=O)OC(C)(C)C)CC1)C(=O)OC(C)(C)C
 : i	0	i	/	/	/	i	/	/	/	13
CCc1ccc(CNC(=O)c2ccc3nc(C4CCCCC4)oc3c2)nc1
 : i	9	i	-8	i	i	i	i	i	i	4
CC(=O)Nc1ccc(S(=O)(=O)N2CCC(C(=O)c3ccc(Cl)cc3)CC2)cc1
 : i	-1	i	-2	i	i	i	i	i	i	3
CCOc1ccc(NC(=O)Cn2nc(-c3ccccc3Cl)n(CC)c2=S)cc1
 : i	9	i	-9	i	i	i	i	i	i	-19
O=C(COC(=O)Cc1cccc(C(F)(F)F)c1)NCC1CCCO1 (configuration not stated)
 : i	/	i	-6	i	i	i	i	i	i	1
CCSC(=O)NC1CCCCC1
 : i	/	i	-10	i	i	i	i	i	i	-1
Cc1ccc(-c2nc(CCN3C(=O)c4ccccc4C3=O)cs2)cc1
 : i	-1	i	-13	i	i	i	i	i	i	5
Cc1ccccc1-c1nc2sc3c(c2c(=O)o1)CCC3
 : i	5	i	-4	i	i	i	i	i	i	4
COc1ccccc1N1CCN(S(=O)(=O)c2c(C)sc3ncn(CC(=O)NCCN(C)C)c(=O)c23)CC1
 : i	0	i	-4	i	i	i	i	i	i	-2
CC(C)NC(=O)C12CC3CC(C1)CC(n1cnc(Cl)n1)(C3)C2
 : i	-1	i	-2	i	i	i	i	i	i	-5
O=C1CC(c2ccc(F)cc2)Sc2nc(-c3ccccc3)c(-c3ccccc3)n21 (configuration not stated)
 : i	-4	i	-4	i	i	i	i	i	i	4
CCN(CC(=O)Nc1ccc(OC)cc1)C(=O)CCc1nc2ccccc2c(=O)[nH]1
 : i	-2	i	-6	i	i	i	i	i	i	-2
Cc1cccc(C)c1NC(=O)c1c(-c2ccccc2)noc1C
 : i	/	i	-5	i	i	i	i	i	i	1
Cc1ccc(SCC(=O)OCC(=O)NC2CCCCCC2)cc1
 : i	-4	i	-6	i	i	i	i	i	i	-5
CC1CCCN(C2(O)C(=O)Nc3ccc(Br)cc32)C1 (configuration not stated)
 : i	-5	i	-1	i	i	i	i	i	i	1
CCCCc1cn(C[C@H]2CC[C@@H]([C@@H]3CC[C@H](Cn4cc(CCCC)nn4)O3)O2)nn1
 : i	-3	i	-2	i	i	i	i	i	i	5
CCCC(NC(=O)CCc1c(C)c2cc3c4c(oc3c(C)c2oc1=O)CCCC4)C(=O)O (configuration not stated)
 : i	-1	i	-7	i	i	i	i	i	i	10
Cn1c(SCC(=O)N2CCN(c3ccccc3)CC2)nnc1-c1ccncc1
 : i	-6	i	-6	i	i	i	i	i	i	-1
Cc1cccc(CNC(=O)c2ccccc2N)c1
 : i	-6	i	-7	i	i	i	i	i	i	-15
COc1ccc(NC(=O)CCN2CCN(c3ccc(F)cc3)CC2)cc1
 : i	-3	i	-3	i	i	i	i	i	i	-3
CCN(CC)c1ccc(S(=O)(=O)N2CCCCC2)cc1NC(=O)C1CCC1
 : i	/	i	-14	i	i	i	i	i	i	3
CN(C)c1ccc(-c2n[nH]c(=S)n2-c2ccccc2)cc1
 : i	/	i	-8	i	i	i	i	i	i	4
C=CCOc1ccccc1CNn1nnnc1N
 : i	-6	i	-10	i	i	i	i	i	i	8
Cc1ccc(C)n1-n1c(C)nc2sc(-c3ccccc3)cc2c1=O
 : i	2	i	-11	i	i	100*	i	i	i	-2
CNC(=O)NC(=O)C(OC(=O)CCNS(=O)(=O)c1ccccc1)c1ccccc1 (configuration not stated)
 : i	-2	i	-1	i	i	i	i	i	i	?
O=C(CCC(=O)OCc1cccc(C(=O)Oc2ccccc2)c1)Nc1cccc2ccccc12
 : i	6	i	-10	i	i	i	i	i	i	2
CN(C)c1ccc(N=Nc2ccccc2C(=O)OCC(=O)NC2CCCC2)cc1
 : i	4	i	-10	i	i	i	i	i	i	0
Cc1c(C(=O)N2CCCCC2)c(S(=O)(=O)NCc2ccc(N(C)C)cc2)c(C)n1C
 : i	-2	i	-5	i	i	i	i	i	i	10
CCN=C1SC(CC(N)=O)C(=O)N1CC (configuration not stated)
 : i	5	i	-4	i	i	i	i	i	i	2
O=S(=O)(c1ccccc1)N1CCN(C2CCN(Cc3ccccc3)CC2)CC1
 : i	-4	i	-14	i	i	i	i	i	i	-4
CC1(C)Cc2c(c(N3CCCCC3)[nH]c(=S)c2C#N)CS1
 : i	0	i	-7	i	i	/	i	i	i	/
O=C(OC(C(=O)NCc1ccc2c(c1)OCO2)c1ccc(Cl)cc1)c1ccco1 (configuration not stated)
 : i	3	i	-11	i	i	i	i	i	i	3
Cc1nc(C(N)=O)nc2ccccc12
 : i	48	i	-5	i	i	i	i	i	i	1
O=C(OCc1ccco1)c1ccc(S(=O)(=O)N2CCCCC2)cc1
 : i	-6	i	-15	i	i	i	i	i	i	7
O=S(=O)(c1ccc(OCC(O)CN2CCCC2)cc1)N1CCOCC1 (configuration not stated)
 : i	-11	i	-9	i	i	i	i	i	i	6
CC(C)(C)c1ccc(-c2n[nH]c(=S)n2CC2CCCO2)cc1 (configuration not stated)
 : i	4	i	-9	i	i	i	i	i	i	8
CCOCCOC(NC(=O)c1ccccc1)(C(F)(F)F)C(F)(F)F
 : i	-3	i	-1	i	i	i	i	i	i	1
Cc1cccc(OCC(=O)Nc2nccs2)c1C
 : i	-4	i	-9	i	i	i	i	i	i	6
Cc1ccc(Nc2nnc(SCc3cc(=O)n4cc(C)ccc4n3)s2)cc1
 : i	-3	i	-3	i	i	i	i	i	i	3
CCOc1ccc(-n2c(N)c(-c3nc4ccccc4n3C)c3nc4ccccc4nc32)cc1
 : i	-2	i	-11	i	i	i	i	i	i	-3
COC(=O)c1ccc(-c2nc3cc(N)ccc3o2)cc1
 : i	-21	i	-6	i	i	i	i	i	i	-2
CC(C)c1ccc(C(C(=O)NC2CCCC2)N(C(=O)CNC(=O)c2ccco2)c2cccnc2)cc1 (configuration not stated)
 : i	4	i	-8	i	i	i	i	i	i	-8

Additional structures follow.
Below each compound – KCNK3 inh	Dyrk1A ADPGlo	TMEM16A act	hERG rescue	TRPC4 PAM	TRPC4 agonist	TMEM16A inh	KCNQ1 pot	KCNQ1 inh	KCNK9 block	HDAC3 inh
CCn1cc[n+](C)c1P(c1ccccc1)c1ccccc1
 : i	-2	i	-11	i	51*	i	i	i	i	6
Cc1ccc(C(=O)c2c(NC(=O)c3ccccc3C)sc(C)c2C)cc1
 : i	-5	i	-10	i	i	i	i	i	i	1
CC1=C(C(=O)Nc2ccccn2)C(c2ccc(N(C)C)cc2)n2ncnc2N1 (configuration not stated)
 : i	0	i	-6	i	i	i	i	i	i	5
CC1=C(C)CC(C(=O)c2ccc(C)cc2)C(C(=O)O)C1 (configuration not stated)
 : i	-1	i	-9	i	i	i	i	i	i	2
CC(=O)N1CCC(N(CCN2CCOCC2)C(=S)Nc2ccc(C)c(C)c2)CC1
 : i	-1	i	-10	i	i	i	i	i	i	1
CN(C)CCNC(=O)CNC(=S)N(CCCN1CCOCC1)Cc1cccs1
 : i	/	i	-2	i	i	i	i	i	i	-3
Cc1cccc(NS(=O)(=O)c2cccc(C(=O)NCCCN3CCCC3=O)c2)c1
 : i	-7	i	-5	i	i	i	i	i	i	5
CCOC(=O)/C(C#N)=C(\O)c1ccc(NC(=O)c2ccc([N+](=O)[O-])cc2)cc1
 : i	/	i	-8	i	i	i	i	i	i	3
O=C(CCc1ccccc1)Nc1cccnc1
 : i	1	/	-5	i	i	i	i	i	i	-2
CC(C)C(=O)Nc1nnc(SCC(=O)NC2CC2)s1
 : i	1	i	-14	i	i	i	i	i	i	3

This is a subset; count on the stated rates, not on these rows.
